Screening data as filed in PubChem BioAssay.
CDK5 p35 inh: inhibitors of human CDK5/p35 kinase. Recombinant CDK5/p35, ADP-Glo luminescence, 60 min. hit rate 0.01% among 330,000. Q00535+Q15078. inhibition, % at 10 µM;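 active means highest replicate inhibition of at least 50% and at least 75% of replicates reaching 50%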;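 further: plate controls were DMSO neutral control for no effect and GW8510 at 10 µM for full effect; many of its hits are not listed in these tables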
RTF Ca sens act: cardiac RTF calcium sensitization; P19429+P45379; IANBD-labeled TnC RTF fluorescence at EC20 calcium; 0% EC20 calcium, 100% full calcium; hit rate 0.24% among 340,000; activation, % at 7.2 µM;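 active means activation above the mean over all tested compounds plus 3 SD, cut at about 30% in these data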;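 further: rise in fluorescence read as greater calcium sensitivity of cardiac thin filaments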
NSD2 inh: blocks human histone methyltransferase NSD2 | AID 743445 | O96028 | hit rate 0.54% among 310,000 | inhibition, % at 12.5 µM | NSD2 peptide methylation, AlphaScreen, 120 min; in the data active means inhibition above about 50%
Keap1-Nrf2 PPI: inhibitors of human Keap1-Nrf2 protein-protein interaction | Q14145 | inhibition, % at 9.4 µM | Keap1 Kelch-Nrf2 peptide fluorescence polarization, 1536-well | hit rate 0.15% among 340,000; in the data active means inhibition above about 12%;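 further: human Keap1 Kelch domain with fluorescein labeled Nrf2 9mer peptide probe; 0% = neutral control wells and 100% = peptide positive control; higher means more block of Keap1 binding to Nrf2 peptide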
LANA DNA inh: KSHV C-LANA DNA binding inhibition. inhibition, % at 9 µM. hit rate 0.078% among 340,000. MBP-C-LANA/FAM-LBS DNA binding, fluorescence polarization;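 active means highest replicate inhibition at or above 60% at 9 µM, even if other replicates fall short; inactive means all replicates below 60% inhibition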;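 further: 0% = neutral control wells and 100% = 4 µM acridine orange control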
RTF Ca sens inh: cardiac RTF calcium desensitization; hit rate 0.12% among 340,000; P19429+P45379; IANBD-labeled cardiac RTF, Ca2+ fluorescence; AID 493244; inhibition, % at 7.15 µM;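 active means inhibition above the mean inhibition of all tested compounds plus 3 SD, cut at about 17% in these data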;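 further: assay run at fixed EC70 calcium of 1.6 mM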
Rtt109 HAT inh: blocks Candida albicans Rtt109/Vps75 acetyltransferase activity; purified Rtt109/Vps75, ThioGlo CoA-SH fluorescence, 4 h; inhibition, % at 34.9 µM; AID 540336; hit rate 0.16% among 330,000;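 active means inhibition of at least 50% in every replicate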
Mot1-301 SUMO: blocks SUMOylation pathway, rescuing yeast Mot1-301 growth; hit rate 1% among 320,000; S. cerevisiae Mot1-301 growth rescue, ATP luminescence, 38.5C; percent above DMSO median, 100 means doubled; growth rescue, % at 18.8 µM; AID 2716;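 active means every valid replicate shows activation above 250% relative to neutral control wells; inactive means the rest, any valid replicate at or below 250%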;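 further: OY570 slx delta 5 strain wells were the positive control but not used for scaling; some compounds called inactive have numbers as strong as hits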
PfHsp90 set2: inhibits growth of yeast expressing Plasmodium falciparum Hsp90; S. cerevisiae expressing PfHsp90, BacTiter-Glo ATP, 48 h; yeast lacking PDR1 and PDR3 efflux regulators; inhibition, % at 9.4 µM; hit rate 0.32% among 310,000; AID 504621;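 active means every replicate shows inhibition above about 80%, whatever the replicate mean, limit read from the data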;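 further: 0% = DMSO neutral controls and 100% = 20 µM radicicol positive controls; yeast relying on Plasmodium falciparum Hsp90 in place of its own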
dFosB activator: mouse delta FosB homodimer activation. P13346. AID 493131. purified delta FosB, TAMRA-CDK5 oligo fluorescence polarization; percent of positive-control signal above neutral wells. hit rate 0.99% among 340,000. activation, % at 25 µM;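 active means mean activation above about 17%, with every replicate also reaching it, limit read from the data, passing the limit was not always enough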;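 further: fluorescence polarization rise as delta FosB binds a TAMRA Cdk5 AP-1 oligo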
PvdQ acylase: P. aeruginosa PvdQ acylase inhibition; purified PvdQ acylase, fluorescence plate reader; inhibition, % at 10 µM; hit rate 0.063% among 340,000; AID 488965; in the data active means inhibition above about 30%, passing the limit was not always enough;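 further: 0% = vehicle neutral wells and 100% = reference inhibitor wells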
* = called active by the depositor; / = no result given.

SMILES | CDK5 p35 inh | RTF Ca sens act | NSD2 inh | Keap1-Nrf2 PPI | LANA DNA inh | RTF Ca sens inh | Rtt109 HAT inh | Mot1-301 SUMO | PfHsp90 set2 | dFosB activator | PvdQ acylase
Cc1cc(C)n2nc(SCC(=O)c3ccc[nH]3)nc2n1 | -0.1 | 0.7 | 0.3 | -1.2 | -0.6 | -0.1 | 1.6 | -16.0 | -46.8 | -2.8 | -13.8
Cc1cc(F)ccc1S(=O)(=O)N1CCCOC1CNC(=O)C(=O)NCc1ccc2c(c1)OCO2 (configuration not stated) | -1.0 | 1.9 | 2.3 | -9.0 | -1.9 | 0.1 | 15.4 | 6.7 | -55.7 | -5.3 | -11.2
Cc1cccc(C(=O)Oc2ccc(/C=N/O)cc2)c1 | -0.6 | -3.4 | 2.2 | -8.3 | -0.8 | -5.9 | 2.9 | 151.9 | -16.3 | -9.4 | -14.0
Cc1ccc(S(=O)(=O)N2CCN(Cc3cc4c(cc3Br)OCCO4)CC2)cc1 | 1.8 | -0.2 | -4.1 | -2.5 | 0.4 | -7.1 | 1.4 | -0.3 | -5.0 | -2.9 | -10.7
COc1ccc(-c2nn(-c3ccccc3)cc2/C=N/Nc2ccc3ccccc3n2)cc1OC | 0.6 | -0.5 | -2.3 | -4.0 | -0.5 | -19.5 | 13.5 | -3.0 | -126.8 | 5.4 | -11.0
COc1ccc(CCNC(=O)COc2ccc(S(=O)(=O)N3CCOCC3)cc2)cc1OC | -0.3 | 2.2 | 4.2 | 0.5 | 0.5 | 4.9 | -9.0 | -2.1 | 5.6 | 1.2 | -6.3
COC(=O)CCC(=O)Nc1cc(Cl)cc(Cl)c1 | 1.1 | 2.9 | 10.1 | -0.7 | -0.7 | -0.9 | 4.1 | -25.2 | 1.0 | -2.0 | 6.3
Cn1nnnc1SCc1ccc(C(=O)Nc2nccs2)cc1 | 1.8 | 4.8 | -7.5 | -4.2 | -3.5 | -9.2 | -4.8 | -3.5 | / | -13.4 | -11.5
Cc1cccc(Cn2cc(/C=C/[N+](=O)[O-])c3ccccc32)c1 | -0.3 | 5.8 | -1.3 | -2.9 | 1.2 | 2.1 | / | 26.5 | / | -13.8 | -10.5
CCC(Oc1ccccc1OC)C(=O)Nc1ccc2c(c1)OCO2 (configuration not stated) | -4.3 | -8.1 | 1.4 | -1.2 | 0.3 | -11.2 | 2.4 | -5.2 | 13.7 | -6.3 | -13.4
Cc1ccc(S(=O)(=O)NC(C(=O)OCC(=O)NC(=O)c2cccn2C)C(C)C)cc1 (configuration not stated) | -0.3 | -4.7 | 5.4 | -3.1 | -3.9 | -13.7 | -1.9 | 4.3 | -9.7 | -13.1 | 1.7
Cc1cc(=O)oc2cc(NC(=O)C(CCCN=C(N)N)NC(=O)OCc3ccccc3)ccc12 (configuration not stated) | 0.4 | -4.4 | 3.8 | -6.0 | -1.3 | -1.9 | -4.9 | -7.8 | 7.8 | -17.1 | 10.0
COc1ccc(N2CCN(C(CNS(=O)(=O)c3ccccc3)c3ccccc3)CC2)cc1 (configuration not stated) | / | -1.7 | 6.7 | 2.8 | 0.8 | -11.7 | 4.8 | -9.7 | 3.0 | -1.3 | -9.4
O=C(CCCc1c[nH]c2ccccc12)Nc1ncccc1O | 0.3 | -0.4 | 0.7 | 0.8 | 1.6 | -4.4 | 8.9 | 5.1 | 6.0 | -5.7 | -6.2
FC(F)(F)c1cnc(NNC(=S)Nc2ccc(Cl)cc2)c(Cl)c1 | 2.0 | 5.3 | -2.5 | -3.8 | 2.4 | -8.7 | 2.0 | 0.7 | 12.2 | -5.5 | -12.1
O=S(=O)(N/N=C/c1ccc2c(c1)OCCO2)c1ccccc1 | -0.9 | -1.5 | -7.1 | -2.4 | 1.3 | -3.1 | 2.8 | 114.4 | 13.1 | -2.1 | -6.6
CCOC(Cn1c(CCCO)nc2ccccc21)OCC | -1.7 | -0.4 | -1.5 | 6.3 | 1.6 | -4.4 | 1.4 | 102.0 | / | -6.7 | 8.9
O=C1CC(c2cccc(F)c2)c2c(c3ccccc3[nH]c2=O)O1 (configuration not stated) | 0.4 | 4.1 | -4.0 | -3.9 | 1.3 | 3.2 | -2.0 | 11.1 | 6.2 | 12.2 | -12.9
CN(C(=O)COC(=O)C1CCN(S(=O)(=O)c2cccs2)CC1)c1ccccc1 | -0.8 | -3.0 | -1.9 | 1.0 | -1.8 | 1.3 | -1.1 | / | 73.7 | -2.5 | 6.7
O=C(c1cc(C2CC2)nn1-c1ccccc1)N1CCN(Cc2ccc(Cl)cc2)CC1 | -0.2 | -3.1 | -3.4 | -4.0 | -1.0 | 0.6 | 17.5 | 53.0 | 6.0 | -10.0 | 1.3
O=C(CN1CCN(c2ccc(F)cc2)CC1)N1N=CCC1c1ccccc1 (configuration not stated) | 2.4 | 2.0 | / | 2.4 | 0.4 | -0.5 | -11.0 | -9.3 | -49.5 | 0.2 | -2.5
CN(Cc1cnn(C)c1)Cc1nc(C(c2ccccc2)c2ccccc2)no1 | -3.9 | -1.8 | 0.6 | -4.4 | -1.7 | -23.1 | / | -18.5 | 28.2 | -0.3 | -17.2
CN(C)C(=O)c1ccccc1Sc1cc(Cl)ccc1Cl | -0.5 | 4.8 | 0.2 | -0.7 | -0.7 | -1.7 | -4.7 | 15.9 | 10.7 | 8.6 | -2.1
O=C(CCNC(=O)N1CCn2c1nc1ccccc12)NCc1ccc(F)cc1 | 0.1 | 3.1 | 1.7 | 1.1 | 0.8 | -2.2 | 12.5 | 15.5 | 2.5 | -2.1 | -3.4
CCc1ccc(NC(=O)C(C)OC(=O)C2CCN(c3ccc(C(F)(F)F)cn3)CC2)cc1 (configuration not stated) | 0.4 | -16.4 | -1.0 | 0.4 | 1.0 | -11.3 | -6.3 | -0.2 | 53.2 | -8.0 | -10.2
OC(CNCc1ccccc1Cl)C(F)(F)F (configuration not stated) | 0.2 | 4.8 | 8.5 | 2.2 | 0.5 | -8.7 | 0.2 | 111.0 | -16.5 | 3.9 | -8.2
COc1cccc(CNS(=O)(=O)c2c(C)nc3scc(C)n3c2=O)c1 | -0.8 | -1.5 | 4.0 | -4.3 | -0.8 | -4.8 | -10.3 | 1.4 | 12.0 | -5.3 | -7.8
O=S1(=O)CCN(Cc2csc(-c3cccs3)n2)CC1 | 4.5 | 7.4 | 20.9 | -4.8 | 0.3 | -11.5 | -3.0 | -12.5 | -10.6 | -3.5 | -12.8
CCn1c(C)c(C)c2cc(C(=O)NCCN3CCOCC3)ccc21 | 0.8 | -3.2 | -5.4 | -3.6 | 0.5 | 1.6 | -0.8 | 13.1 | -14.1 | 10.5 | 5.9
O=c1c([N+](=O)[O-])c(N2CCCCCC2)c2ccccc2n1-c1ccccc1 | 0.1 | 0.2 | 2.0 | -5.7 | -1.5 | 9.9 | -5.0 | -6.1 | -8.3 | 6.0 | -13.0
CC(C)CC1NC(=O)N(CC(=O)c2ccc3c(c2)OCCO3)C1=O (configuration not stated) | 2.3 | 8.4 | -2.4 | -6.5 | 0.3 | 0.1 | 1.1 | -23.8 | / | -1.5 | 7.0
CC1CCc2nc(NC(=O)c3ccc(S(=O)(=O)N4CCCc5ccccc54)cc3)sc2C1 (configuration not stated) | 1.4 | 2.9 | 1.7 | -1.1 | 0.5 | -4.5 | -2.6 | -7.4 | -32.3 | 4.4 | -8.1
CCN=c1scc(C)n1/N=C/c1cc(Br)c(O)c(OC)c1 | -0.1 | -5.6 | 3.8 | -1.2 | 0.3 | -0.1 | 0.3 | 96.9 | -13.0 | -13.9 | 6.6
CC(C)Cn1c(-c2ccccc2F)n[nH]c1=S | -0.1 | -4.8 | 2.6 | -6.9 | -0.3 | -5.6 | 16.1 | -0.2 | / | 1.4 | -19.7
Cc1cccc(NC(=O)CCc2c(C)nc3ncnn3c2C)n1 | -0.5 | 11.9 | 0.6 | 1.1 | 0.3 | 6.5 | -6.1 | 4.5 | / | -2.5 | 6.0
CCc1nc2sc3c(c2c(=O)n1N)CC(C)(C)OC3 | 0.0 | -2.4 | -3.7 | 1.1 | -0.4 | -2.7 | -4.4 | -3.7 | -0.1 | 1.5 | -3.1
CC(Oc1cc2oc(=O)c3c(c2cc1Cl)CCCC3)C(=O)NCc1ccccn1 (configuration not stated) | 1.2 | -0.5 | -0.6 | -1.6 | -0.9 | -2.8 | 2.3 | 18.2 | 4.4 | -10.3 | -6.1
COc1ccc(Cl)cc1NC(=O)CSc1nc(NS(=O)(=O)c2ccccc2)cc(=O)[nH]1 | -0.6 | 0.7 | 0.9 | -8.5 | -0.7 | -6.2 | -2.7 | / | 13.0 | -5.2 | -12.1
Cc1ccc(NC(=O)C(=O)NCc2ccccn2)cc1 | -0.1 | -1.9 | -1.0 | -6.6 | -0.1 | 4.2 | -1.1 | 7.7 | 7.6 | 1.6 | -13.2
Cc1cc(=O)[nH]c(SCC(=O)NC2CCCc3ccccc32)n1 (configuration not stated) | -2.0 | 4.8 | -3.9 | -5.2 | -1.5 | -4.6 | -1.8 | 8.1 | 5.9 | 2.9 | -8.5

Complete entries, looked up by structure. Order of values: CDK5 p35 inh, RTF Ca sens act, NSD2 inh, Keap1-Nrf2 PPI, LANA DNA inh, RTF Ca sens inh, Rtt109 HAT inh, Mot1-301 SUMO, PfHsp90 set2, dFosB activator, PvdQ acylase
`O=C(c1cc(C2CC2)nn1-c1ccccc1)N1CCN(Cc2ccc(Cl)cc2)CC1` across the screens: -0.2, -3.1, -3.4, -4.0, -1.0, 0.6, 17.5, 53.0, 6.0, -10.0, 1.3
`CCOC(Cn1c(CCCO)nc2ccccc21)OCC` across the screens: -1.7, -0.4, -1.5, 6.3, 1.6, -4.4, 1.4, 102.0, /, -6.7, 8.9

(cont.)
SMILES | CDK5 p35 inh | RTF Ca sens act | NSD2 inh | Keap1-Nrf2 PPI | LANA DNA inh | RTF Ca sens inh | Rtt109 HAT inh | Mot1-301 SUMO | PfHsp90 set2 | dFosB activator | PvdQ acylase
O=[N+]([O-])c1cc(C(F)(F)F)cc([N+](=O)[O-])c1Sc1n[nH]c(C(F)(F)F)n1 | 0.2 | -2.0 | 2.0 | -2.7 | 0.4 | 3.1 | -5.1 | -7.3 | -25.5 | 3.6 | 12.3
COc1ccc(C(=O)/C=C/C(=O)N(Cc2ccc3c(c2)OCO3)C(C(=O)NC2CCCCC2)c2ccncc2)c(O)c1 (configuration not stated) | -0.8 | 1.0 | 5.5 | -0.4 | -2.5 | 5.0 | 18.9 | 22.1 | 4.1 | 0.8 | 26.4
O=C(COC(=O)c1cc(Cl)ccc1Cl)NCCN1C(=O)CSC1=O | -1.3 | 13.4 | -1.1 | -2.0 | 1.5 | -21.3 | -5.6 | -6.4 | -19.7 | -9.3 | -11.7
CCOC(=O)/C(C#N)=C\c1ccco1 | -0.5 | 11.1 | -0.2 | 5.2 | 1.5 | -12.9 | -6.2 | 135.6 | 28.5 | -10.4 | -8.1
Cc1ccc2c(c1C)NC(=O)C21N2CCCC2C(C(=O)c2ccc3ccccc3c2)C12C(=O)Nc1ccccc12 (configuration not stated) | -12.4 | 8.1 | -1.4 | -2.8 | 0.7 | -7.1 | -4.8 | / | 30.4 | -4.0 | -18.6
